Assay outcomes (PubChem)
Growth percent in the NCI-60 one-dose screen (48 h, 10 µM unless noted): 100 = growth as untreated, 0 = no growth, -100 = all killed.
786-0 = 786-0 renal cancer cells | actives 5.1% (n = 81,000) | AID 1794775
ACHN = ACHN renal cancer; actives 4.9% (n = 81,000)
CAKI-1 = CAKI-1 renal cancer | AID 1794772 | actives 4.7% (n = 75,000)
NCI-H460 = NCI-H460 lung cancer | actives 6.8% (n = 82,000) | AID 1794736
TK-10 = TK-10 renal cancer cells; actives 3.9% (n = 81,000); AID 1794769
NCI-H322M = NCI-H322M lung cancer | actives 2.7% (n = 80,000) | AID 1794733
UO-31 = UO-31 renal cancer | actives 5.2% (n = 81,000) | AID 1794768
NCI-H522 = NCI-H522 lung cancer; actives 8% (n = 78,000)
RXF 393 = RXF 393 renal cancer cells; actives 6.9% (n = 77,000)
The depositor's hits bear a star; · = no result given; & = joins results of further samples; [ ] = another dose, or the depositor's remark. Rule for the calls: active = growth percent below 10; inactive = the rest.

SMILES | 786-0 | ACHN | CAKI-1 | NCI-H460 | TK-10 | NCI-H322M | UO-31 | NCI-H522 | RXF 393
COc1cc(NC(C)CCCN2C(=O)c3ccccc3C2=O)c2nccc(C)c2c1OC (stereo not drawn) | 94 | 110 | · | 108 | 122 | 102 | 81 | 75 | 106
NS(=O)(=O)c1ccc(CCn2c(-c3ccc(F)cc3)nc(-c3ccccc3)c2-c2ccccc2)cc1 | 102 | 102 | 87 | 102 | 100 | 108 | 92 | 102 | 102
NC(Cc1cnc[nH]1)C(=O)O (stereo not drawn) | 115&102&109 | 106&94&98 | 101&84&90 | 110&105&107 | 105&104&103 | 102&105 | 88&86&93 | 98&98&97 | 99&110&104
Cc1nnc(-c2ccc3c(c2)nc(-c2ccccc2)n3C2CCCCC2)o1 | 90 | 108 | 107 | 115 | 101 | 101 | 84 | 77 | 114
Cc1cc(-c2ccccc2)n2nc(N)nc2n1 | 101[3.58 µM] | 102[3.58 µM] | 97[3.58 µM] | 107[3.58 µM] | 110[3.58 µM] | 102[3.58 µM] | 91[3.58 µM] | 98[3.58 µM] | 124[3.58 µM]
COc1cc(C)c(Cl)cc1C1=NN(c2ccc(S(N)(=O)=O)cc2)C(/C=C/c2ccccc2)C1 (stereo not drawn) | 63 | 15 | 60 | 27 | 46 | 107 | 45 | 27 | 58
COCC(=O)Oc1cc(-c2ccc(C)cc2C)c(OC(=O)COC)c(-c2ccc(C)cc2C)c1 | 70 | -18* | 9.8* | 17 | 71 | 79 | 48 | 31 | 73
C=C1CCC2C(C)(COC(C)=O)C(O)CCC2(C)C1/C=C/C1=CCOC1=O (stereo not drawn) | 91 | 105 | 118 | 101 | 103 | 113 | 89 | 86 | 108
CCN(CC)C(=O)c1ccc(C)cc1 | 108 | 101 | 126 | 117 | 74 | 133 | 90 | · | 136
NC(=O)c1cccc(NC(=O)c2ccco2)c1 | 98 | 103 | 98 | 102 | 93 | 101 | 94 | 95 | 109
CCOC(=O)c1cc2ccccc2[nH]1 | 94 | 98 | 82 | 106 | 100 | 100 | 84 | 95 | 103
COc1ccc(CCNC(=S)/N=C\C2=C(O)c3ccccc3C2=O)cc1OC | 110 | 102 | 98 | 105 | 133 | 109 | 87 | 96 | 105
CCOC(=O)Nc1ccc2c(c1)C(=O)c1ccccc1C2=O | 97 | · | · | 103 | 119 | 95 | 83 | 81 | 98
O=C(NC(=S)Nc1cccc(NC(=S)NC(=O)c2ccccc2)c1)c1ccccc1 | 76 | 61 | · | 46 | 76 | 89 | 85 | -9.5* | 85
O=c1c2ccccc2nc(COc2ccccc2)n1NCc1ccccc1Cl | 100 | 105 | 100 | 105 | 93 | 104 | 80 | 96 | ·
CCCCCCCC(=O)c1ccccc1 | 102 | 102 | 93 | 92 | 87 | 102 | 102 | 91 | 101
O=C1Nc2ccccc2/C1=N/n1c(N/N=C/c2cccc3c2oc2ccccc23)n[nH]c1=S | 103 | 93 | 72 | 101 | 130 | 105 | 71 | · | 104
C(=C\[n+]1ccc2ccccc2c1)/c1ccccc1 | 94 | 103 | 98 | 94 | 149 | 93 | 75 | 90 | 98
COC(=O)Cc1cc(O)cc2oc(-c3cc(OC)ccc3OC)cc(=O)c12 | 92 | 90 | 76 | 96 | 104 | 88 | 75 | 80 | 108
CCNC(=S)Nc1cccc(C)c1 | 101 | 118 | 110 | 108 | 100 | 100 | 91 | 71 | 126
Cc1ccc2oc(=O)cc(Cn3cnn(-c4ccccc4)c3=O)c2c1 | 93 | 98 | 86 | 103 | 104 | 95 | 74 | 75 | 90
Cn1c(=O)[nH]c2[nH]c(=S)[nH]c2c1=O | 99 | 104 | 95 | 99 | 92 | 95 | 87 | 93 | ·
COc1ccc(-c2cc(-c3cccs3)c3c(=O)[nH]c(SCC(=O)Nc4ccc(S(N)(=O)=O)cc4)nc3n2)cc1 | 87 | 94 | 85 | 94 | 99 | 98 | 82 | 71 | 76
Cc1ccc(C2OC(=O)C(=O)C2=O)cc1 (stereo not drawn) | 112 | 97 | 90 | 105 | 121 | 110 | · | 99 | 120
CC(C)c1ccc2c(N)c(C(=O)Nc3ccc(C(F)(F)F)cc3)sc2n1 | 89 | 81 | 62 | 86 | 84 | 96 | 75 | 69 | 87
CC1=NN(C(=O)c2c(N)cnn2-c2ccccc2)C(c2ccccc2)C1 (stereo not drawn) | 107 | 96 | 78 | 103 | 119 | 96 | 66 | 106 | 108
CO[C@H]1CC[C@@]2(C)C(=CC[C@H]3[C@@H]4C[C@H](O)C[C@@]4(C)CC[C@@H]32)C1 | 61 | 70 | 43 | 43 | 59 | 91 | 66 | 72 | 59
NCCCNc1nc(-c2cccnc2)nc2sc3c(c12)CCCCC3 | 103 | 100 | 99 | 110 | 116 | 93 | 89 | 91 | 108
NC(=O)Cc1c(O)cc(Br)c(OC(=O)NCCCCN=C(N)N)c1Br | 114 | 113 | 100 | 116 | 125 | 109 | 84 | 95 | ·
COc1ccc(C2=NN(C(N)=O)C(c3cn(-c4ccccc4)nc3-c3ccccc3)C2)cc1 (stereo not drawn) | 88 | 82 | 76 | 102 | 95 | 91 | 61 | 54 | 73
COc1cc2cn3c4cccnc4nc(N)c3c2cc1OC | 83 | 95 | 95 | 102 | 115 | 88 | 86 | 66 | 92
C=COC(=O)CCCCCCCCC | 102 | 104 | 93 | 106 | 109 | 102 | 86 | 86 | 106
COc1cc(C2C(C#N)=C(N)OC3=C2C(=O)c2ccccc2C3=O)cc(OC)c1O (stereo not drawn) | 35 | 41 | 39 | 13 | 70 | 48 | 36 | -10* | ·
O=[N+]([O-])c1ccc(N/N=C\c2ccc(O)c(S(=O)(=O)O)c2)nc1 | 105 | · | · | 101 | 108 | 102 | 84 | 96 | 112
COc1ccc(-c2nc3ccc(-c4nnc(SCC(=O)Nc5ccc(C(C)=O)cc5)o4)cc3[nH]2)cc1 | 105 | 102 | 101 | 103 | 116 | 110 | 94 | 103 | 122
O=C(c1ccccc1)N(CCCCl)C(=O)N(CCCCl)C(=O)c1ccccc1 | 95 | 91 | 75 | 108 | 97 | 93 | 73 | 88 | 111
OCCCCc1nccc2c1[nH]c1ccccc12 | 102 | 99 | · | 104 | 68 | 89 | 95 | 117 | 66
COc1ccc(/C=C(/C(=O)O)c2ccc(OC)cc2)cc1 | 104 | 106 | 98 | 114 | 103 | 104 | 92 | · | 116
COc1cc(Cl)cc(-c2nn(-c3cccc(NC(=O)Nc4cc(C(F)(F)F)cc(C(F)(F)F)c4)c3)cc2-c2ccncc2)c1 | -27* | 10 | 9.0* | 0.2* | 30 | 11 | -0.2* | -16* | -29*
COc1ccc(-c2nc(-c3ccccn3)c(-c3ccccn3)n2CC(C)C)cc1OC1CCCC1 | 25 | 17 | 10 | 5.3* | 28 | 9.3* | -14* | 21 | 19
O=C1CSC(=S)N1/N=C/c1ccc2c(c1)OCO2 | 104 | 92 | 92 | 109 | 111 | · | 62 | 93 | 115
N#Cc1c(-c2cccs2)cc(-c2ccccc2Br)[nH]c1=O | 93 | 98 | 95 | 102 | 92 | 102 | 87 | 101 | 118
CSc1nnc(-c2sc3nnc(-c4ccccc4)c(-c4ccccc4)c3c2O)o1 | 89 | 84 | 43 | 57 | 100 | · | · | 97 | 83
CS(=O)(=O)c1nccc(-c2c(-c3ccc(OCc4ccccc4)cc3)nc3sccn23)n1 | 98 | 100 | 94 | 104 | · | · | 99 | 97 | 96
C#CCOc1cccc(Nc2ncnc3c2ncn3C2CCN(C(=O)CCl)C2)c1 (stereo not drawn) | -72* | -99* | -97* | 25 | -84* | 87 | -98* | -61* | -79*
CC(=O)Nc1ccc(-n2cnc3cc(-c4ccc(O)cc4)ccc32)cc1C | 56 | 43 | 44 | 36 | 74 | 75 | 35 | -29* | 43
CC1(C)NCCC[C@]2(C)[C@H]3CC[C@H]4[C@H]5[C@H](C(=O)/C=C/c6cccnc6)CCC[C@]5(CO)CC[C@@]4(C)[C@]3(C)CC[C@@H]12 | 84 | 80 | 48 | 11 | 106 | 85 | 58 | 88 | 66
COc1ccc(Nc2nc(SCCC(C)C)nc(-c3cc(OC)c(OC)c(OC)c3)c2C#N)cc1 | 89 | 97 | 93 | 92 | 103 | 96 | 73 | 81 | 102
O=C(O)Cc1ccc([N+](=O)[O-])cc1 | 104 | 110 | 111 | 110 | 98 | 110 | 89 | 96 | 116
C=CCn1c(SCC(=O)c2ccccc2)nnc1-c1cc(-c2ccc(S(N)(=O)=O)cc2)nc2ccccc12 | 76 | 92 | 72 | 96 | 116 | 94 | 73 | 97 | 88
CC(=O)c1cc2c(N)c(C(=O)Nc3cccc(F)c3C)sc2nc1C | 92 | 89 | · | 83 | 100 | 96 | 91 | 82 | 97
Cc1ccc2nc(SCc3ccccc3F)n(-c3ccccc3)c(=O)c2c1 | 95 | 93 | 83 | 105 | 90 | 97 | 84 | 88 | 104
CC(C)CN1CC(C)C(=O)NC1=S (stereo not drawn) | 102 | 106 | 108 | 110 | 95 | 109 | 74 | 95 | 126
COn1nnc2c(Cl)c3[nH]ccc(=O)c3cc21 | 128 | 100 | 73 | 97 | 172 | 100 | · | · | ·
O=C1CN(/N=C/c2ccco2)C(=O)N1 | 98 | 100 | 106 | 114 | 104 | 97 | 73 | · | 105
COc1ccc(C2CC(c3ccc(Nc4nc(NCCO)nc(Nc5ccc(Cl)cc5)n4)cc3)=Nc3c(N)nc(N)nc3N2)cc1 (stereo not drawn) | 71 | 90 | 61 | 63 | 107 | 93 | 56 | 56 | ·
Fc1ccc(/C=C/c2nc3ccccc3n3c(-c4ccc(Cl)cc4)nnc23)cc1 | 73 | 47 | 62 | 60 | 112 | 90 | 53 | -82* | 59
COc1ccccc1C(=O)Nc1cccc(C2CC(=O)c3c(cc(OC)c(OC)c3OC)O2)c1 (stereo not drawn) | 95 | 99 | 100 | 96 | 99 | 96 | 77 | 82 | 98
CCOC(=O)c1c(Nc2ccccc2)nn2c(-c3ccc(Cl)cc3)ccnc12 | 65 | 47 | 56 | 44 | 98 | 87 | 65 | 80 | -11*
N#CC(I)CS(=O)(=O)c1ccccc1 (stereo not drawn) | 107 | 37 | 55 | 114 | 90 | 124 | 77 | -81* | 82

(listing goes on)
SMILES | 786-0 | ACHN | CAKI-1 | NCI-H460 | TK-10 | NCI-H322M | UO-31 | NCI-H522 | RXF 393
Cn1c(/C(C#N)=C/c2ccc3ccccc3c2)cc2ccccc21 | 34 | 35 | 29 | 6.3* | 106 | 49 | 57 | 27 | 41
CN(C)S(=O)(=O)c1ccc([N+](=O)[O-])cc1[N+](=O)[O-] | 109 | 110 | · | 105 | 90 | · | 94 | 97 | 119
O=C1N=C2SC=C(c3ccc(Cl)cc3)N2C1CCN1CCCC1 (stereo not drawn) | 94 | 97 | 88 | 102 | 93 | 107 | 101 | 104 | 101
Cc1occc1-c1nnc(SCC(=O)NN2C(=O)NC3(CCCCC3)C2=O)n1C | 103 | 102 | 94 | 149 | 120 | 100 | 81 | 100 | 92
C=CC[n+]1cccc(S(=O)(=O)[O-])c1 | 101 | 110 | 91 | 116 | 94 | 98 | 81 | 100 | 109
Cc1cc2c(c(O)c1Br)-c1ncoc1C(=O)[C@]1(C)CC[C@H](C(C)C)[C@H]21 | 66 | 52 | 55 | 18 | 69 | 66 | 50 | -21* | 61
S=C1SCCCN1Cc1ccc(Cl)cc1 | 100 | 96 | 94 | 99 | 99 | 106 | 88 | 91 | 112
CSc1nc2c(c(=O)[nH]1)C(c1ccccc1)C1=C(N2)/C(=C/c2ccccc2)CCC1 (stereo not drawn) | 95 | 94 | 87 | 97 | 100 | 103 | 85 | 70 | 112
CCOC(=O)c1cc(C(=O)OC)n2ccc3ccccc3c12 | 104 | 93 | 80 | 108 | 101 | 96 | 73 | 93 | 96
COc1ccc(C(=O)/C=C/c2ccc3c(c2)OCCO3)cc1S(N)(=O)=O | 76 | 70 | 86 | 68 | 96 | 85 | 49 | 44 | 89
CCOC(=O)Cc1nc(N)n(C(=S)NC)n1 | 109 | 92 | 84 | 109 | 106 | 103 | 89 | 104 | 114

Filtered by structure, the entries above containing an aryl thioether with sulfur outside any ring
SMILES | 786-0 | ACHN | CAKI-1 | NCI-H460 | TK-10 | NCI-H322M | UO-31 | NCI-H522 | RXF 393
COc1ccc(-c2cc(-c3cccs3)c3c(=O)[nH]c(SCC(=O)Nc4ccc(S(N)(=O)=O)cc4)nc3n2)cc1 | 87 | 94 | 85 | 94 | 99 | 98 | 82 | 71 | 76
COc1ccc(-c2nc3ccc(-c4nnc(SCC(=O)Nc5ccc(C(C)=O)cc5)o4)cc3[nH]2)cc1 | 105 | 102 | 101 | 103 | 116 | 110 | 94 | 103 | 122
CSc1nnc(-c2sc3nnc(-c4ccccc4)c(-c4ccccc4)c3c2O)o1 | 89 | 84 | 43 | 57 | 100 | · | · | 97 | 83
COc1ccc(Nc2nc(SCCC(C)C)nc(-c3cc(OC)c(OC)c(OC)c3)c2C#N)cc1 | 89 | 97 | 93 | 92 | 103 | 96 | 73 | 81 | 102
C=CCn1c(SCC(=O)c2ccccc2)nnc1-c1cc(-c2ccc(S(N)(=O)=O)cc2)nc2ccccc12 | 76 | 92 | 72 | 96 | 116 | 94 | 73 | 97 | 88
Cc1ccc2nc(SCc3ccccc3F)n(-c3ccccc3)c(=O)c2c1 | 95 | 93 | 83 | 105 | 90 | 97 | 84 | 88 | 104
Cc1occc1-c1nnc(SCC(=O)NN2C(=O)NC3(CCCCC3)C2=O)n1C | 103 | 102 | 94 | 149 | 120 | 100 | 81 | 100 | 92
CSc1nc2c(c(=O)[nH]1)C(c1ccccc1)C1=C(N2)/C(=C/c2ccccc2)CCC1 (stereo not drawn) | 95 | 94 | 87 | 97 | 100 | 103 | 85 | 70 | 112

Compounds were not picked by outcome; any-hit rate near 11%.
